# Source: PubChem
# HTT ATP protect = qHTS Multiplex Assay to Identify Dual Action Probes in a Cell Model of Huntington: Cytoprotection (ATP); hit rate 0.14% among 230,000; Potency, µM (top dose mostly 56.4 µM), without a hit: cytoprotection (ATP increase), usual class: activators; AID 1471, 2008; PC12 HTT-Q103 induced, cytoprotection, ATP luminescence, 40 h;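 note: potency is the fitted concentration of half-maximal effect; % of control where 0% means no effect; nearly all actives have a fitted effect of over 45% in size; toxic huntingtin expression switched on by the ecdysone agonist tebufenozide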
#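 Compounds added alongside 100 nM tebufenozide, which induces toxic Q103 huntingtin exon 1-GFP in stable PC12 cells; surviving cells quantified by luminescent ATP measurement. Medium: phenol red-free DMEM, 5% equine and 5% calf serum.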
# LMNA splice mod = qHTS Assay for Modulators of Lamin A Splicing. hit rate 0.01% among 200,000. Potency, µM (top dose mostly 46.1 µM), without a hit: at the top dose ratio change, negative = inhibition, most hits filed as inhibitors. HeLa LMNA splicing GFP/RFP minigene ratio, 48 h; active = well fitted inhibition curve with a large enough effect in the signal ratio, with a control signal flat, not every such curve was filed as active; inconclusive = small, poorly fitted or top-dose-only effect, or effect the other way, or a change in a side signal; the % refers to the signal ratio; note: potency is the fitted concentration of half-maximal effect; % is set by controls: 0 for no effect and ±100 for the full control effect
#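 S3 HeLa stable clones carrying a lamin A-EGFP splicing minigene plus DsRed2 were seeded at 600 cells/well in Opti-MEM with 2% FBS, pin-dosed and incubated 48 h at 37°C. Acumen cytometry (488 nm) gave the GFP/RFP total-intensity ratio.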
# Luc counter = Counterscreen for Luciferase (Kinase-Glo TM) Inhibition; AID 1379, 2008; hit rate 0.28% among 200,000; Luciferin 4-monooxygenase (Photuris pensylvanica), Q27757; Kinase-Glo luciferase, ATP luminescence, 8 min; Potency, µM (highest dose often 38.3 µM), inactives show top-dose activity change, negative = inhibition, most hits filed as inhibitors; note: potency is the fitted concentration of half-maximal effect; % is set by controls: 0 for no effect and ±100 for the full control effect; nearly all actives have a fitted effect of over 60% in size
#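 Kinase-Glo luciferase light output from ATP and luciferin was measured with 10 uM ATP, within the enzyme's linear range. Buffer: 50 mM imidazole pH 7.2, 50 mM KCl, 7 mM MgCl2, 0.01% Tween 20, 0.05% BSA; luminescence read after 8 min at ambient temperature.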
# CBFb-RUNX1 inh = qHTS Assay for Compounds Blocking the Interaction Between CBF-beta and RUNX1 for the Treatment of Acute Myeloid Leukemia; 230,000 tested, under 10 active; AlphaScreen CBFb-His/RUNX1-biotin binding, biochemical; AID 1477, 2009; Runt-related transcription factor 1 (Homo sapiens) + Core-binding factor subunit beta …; Potency, µM (titrated, usually from 59.8 µM), inactives show at the highest dose activity, negative = inhibition, usual class: inhibitors; note: % of control where 0% means no effect
# Target sequence (Q01196 whole entry, looked up): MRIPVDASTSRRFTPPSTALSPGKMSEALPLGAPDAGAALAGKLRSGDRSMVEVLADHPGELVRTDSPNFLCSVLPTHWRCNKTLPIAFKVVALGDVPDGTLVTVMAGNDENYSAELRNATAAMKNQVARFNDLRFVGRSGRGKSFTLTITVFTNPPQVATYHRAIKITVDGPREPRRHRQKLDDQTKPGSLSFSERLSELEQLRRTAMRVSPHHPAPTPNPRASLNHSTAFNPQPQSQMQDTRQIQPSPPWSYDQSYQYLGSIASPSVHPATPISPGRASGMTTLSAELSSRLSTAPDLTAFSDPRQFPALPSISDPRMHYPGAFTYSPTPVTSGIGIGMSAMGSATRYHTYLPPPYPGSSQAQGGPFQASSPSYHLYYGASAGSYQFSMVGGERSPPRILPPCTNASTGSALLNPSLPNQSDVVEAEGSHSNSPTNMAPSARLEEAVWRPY
# Target sequence (Q13951 whole entry, looked up): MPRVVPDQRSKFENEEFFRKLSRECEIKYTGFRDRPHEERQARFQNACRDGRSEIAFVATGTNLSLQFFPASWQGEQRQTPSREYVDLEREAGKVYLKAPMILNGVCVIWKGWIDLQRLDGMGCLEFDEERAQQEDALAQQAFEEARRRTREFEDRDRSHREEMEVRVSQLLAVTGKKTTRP
#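 CBFb-His/RUNX1-biotin, 30 nM each, preincubated 20 min RT; compound 15 min RT; Ni + streptavidin beads 50 ng each, 90 min RT; AlphaScreen read.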
# IMPase Li cell = qHTS Assay for Identifying the Cell-Membrane Permeable IMPase Inhibitors: Potentiation with Lithium | AID 1457, 2008 | Potency, µM (series often up to 59.4 µM), inactives show top-dose activity, negative = IMPase inhibition, usual class: inhibitors | CHO-M1 cells, IP1 TR-FRET (IP-One), carbachol + lithium | hit rate 0.35% among 210,000;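 note: IP1 builds up when IMPase is blocked and the TR-FRET signal falls; potency is the fitted concentration of half-maximal effect; plate controls were basal vehicle for no effect and high inhibitor control for full effect; nearly all actives have a fitted effect of over 50% in size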
#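 Lithium-sensitised IP1 accumulation assay; M1-expressing CHO cells treated 30 min at 37C with compound. Competitive antibody detection by time-resolved FRET followed a 10 min room-temperature lysis step.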
# HttQ103 aggreg = qHTS Multiplex Assay to Identify Dual Action Probes in a Cell Model of Huntington: Aggregate Formation (GFP); Potency, µM (series often up to 46.1 µM), inactives show top-dose activity change, negative = inhibition, most hits filed as inhibitors; PC12 HttQ103-GFP aggregates, Acumen cytometry, 40 h; hit rate 1.1% among 220,000; note: potency is the fitted concentration of half-maximal effect; % is set by controls: 0 for no effect and ±100 for the full control effect; nearly all actives have a fitted effect of over 60% in size
#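 Aggregates are detected as GFP objects 1–25 µm with signal 6 STDEV over background in lysates of induced PC12 cells. These carry Huntingtin exon 1 with 103 glutamines fused to GFP under an ecdysone promoter; compounds titrated.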
# SMN2 splice up = qHTS Assay for Enhancers of SMN2 Splice Variant Expression; HEK293 SMN2-luciferase splicing reporter, luminescence, 30-36 h; hit rate 2.8% among 210,000; Potency, µM (highest dose often 46.1 µM), for the others: top-dose activity change, positive = activation, actives largely listed as activators; note: potency is the fitted concentration of half-maximal effect; % of control where 0% means no effect; nearly all actives have a fitted effect of over 55% in size
#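 HEK293 cells carry an SMN2 […]–luciferase reporter in which exon 7 inclusion puts luciferase in frame. Cells were plated 10-12 h before compound addition, then incubated 30-36 h at 37C. ONE-Glo luminescence was read; sodium butyrate at 4.5 mM final served as control.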
# Starred values were filed as active, the others as inactive; ? = inconclusive; / = no result given; & = joins results of further samples; [ ] = dose if it differs, or a comment. Unless noted, calls come from the whole dose curve; as a rule, active = well fitted curve in the direction sought with a large enough effect; inconclusive = small, poorly fitted or top-dose-only effect, or another doubt; inactive = no such curve, though single readings can be large; an effect the other way counts as inactive or inconclusive.
SMILES,HTT ATP protect,LMNA splice mod,Luc counter,CBFb-RUNX1 inh,IMPase Li cell,HttQ103 aggreg,SMN2 splice up
O=C(CCc1nc(-c2ccccc2F)no1)NC1CCCCCC1,-11.5%,?,0.0%,4.1%,25.3%[38.3 µM],-28.6%,2.1%
COc1cc(/C=N/NC(=O)c2nc(C)cc(C)n2)ccc1O,10.3%,-11.2%,17.1%,5.9%,35.7%[38.3 µM],8.2%,?
COc1ccc(S(=O)(=O)Nc2ccccc2C)cc1C(=O)N1CCOCC1,-16.1%[10 µM],-18.7%[46 µM],1.3%,10.4%,23.5%,7.7%[9.22 µM],/
CNC(=O)c1cc2c(cn1)[nH]c1ccccc12,-102.8%[inhibitor],?,-5.4%&-3.9%,-5.7%,8.4%&1.2%&3.4%,/,-12.2%&-1.6%
Cc1cccc(N(C(=O)CNC(=O)c2ccco2)C(C(=O)NC2CCCC2)c2ccncc2)c1 (configuration not stated),4.2%[1.9 µM],-4.6%,-3.0%,6.2%,14.5%,-6.3%,-4.9%
COc1cc(-c2csc(CCn3nc(C)cc3C)n2)cc(OC)c1OC,-19.1%,/,0.2%,3.7%,5.0%,-5.0%,21.8%
COc1ccc(NC(=O)NC23CC4CC(CC(C4)C2)C3)cc1OC,6.1%[10 µM],-12.7%,0.9%,-0.1%,6.0%,9.0%,-26.2%
CCCNC(=O)N1c2ccccc2Sc2ccccc21,4.9%[10 µM],/,/,3.0%,/,14.0%[9.22 µM],/
CC12C(=O)N(c3nccs3)C(=O)C1C1C=CC2C1 (configuration not stated),15.4%[10 µM],1.9%,4.0%,-8.0%,-0.1%[38.3 µM],-5.6%,-7.3%
O=C(Nc1ccc(Br)cn1)c1cccc2c1-c1ccccc1C2=O,-142.1%[inhibitor],/,-1.1%,-4.1%,-0.5%,-20.0%,-44.2%[inhibitor]
O=C1CC(c2ccccc2)Cc2nc3nc(C(F)(F)F)nn3cc21 (configuration not stated),-6.9%,1.1%,-4.3%,9.3%,28.6%[38.3 µM],12.6µM*,12.6%
Cc1cc2c(cc(C(=O)NCCCN3CCOCC3)n2Cc2ccc(Cl)cc2)o1,-4.7%[10 µM],-16.9%,-1.9%,1.7%,30.8%[activator][38.3 µM],25.8%,-7.9%
CC[n+]1c(/C=C/C=C/N(C(C)=O)c2ccccc2)sc2ccccc21,-37.8%,-3.6%[0.0737 µM],-22.5%,-13.1%,46.7%[activator][38.3 µM],-30.7%,-22.3%
Cc1csc(NC(=O)c2ccc(C)c(S(=O)(=O)N3CCCCC3)c2)n1,-27.5%,?,-6.3%,-4.1%,-2.3%[38.3 µM],-7.2%,-18.1%
Cc1cc(C)c(C#N)c(N2CCN(CCOc3ccc(Cl)cc3)CC2)n1,-29.5%,?,-3.6%,3.9%,20.4%[38.3 µM],?,-25.6%
O=C(O)c1ccc(N2CCOCC2)c(N2C(=O)C3C4C=CC(C4)C3C2=O)c1 (configuration not stated),-23.2%,?,3.1%,1.3%,-3.4%,10.2%,3.4%
CC(=O)C1=C(C)NC2(O)c3ccccc3C(=O)C12O (configuration not stated),/,/,1.4%,-3.8%,-2.8%,?,12.9%
O=C(NC(=S)Nc1ccc(S(=O)(=O)Nc2nccs2)cc1)c1cccnc1,-31.7%,/,0.8%,3.4%,0.9%,-12.0%[9.22 µM],-18.2%
Nc1nc(Nc2cccc(C(F)(F)F)c2)nc(C(F)(F)F)n1,-12.0%,?,0.0%,3.6%,0.0%[38.3 µM],19.0%,-15.7%
CC(=O)Nc1cccc(NC(=O)c2cc(-c3cccnc3)nc3ccc(Br)cc23)c1,-51.4%[inhibitor],-2.1%,-1.1%,-2.2%,11.2µM*,-9.3%,-14.3%
CNS(=O)(=O)c1cc(C(=O)NCc2ccco2)ccc1Cl,-8.6%,4.9%,18.8%,-2.3%,17.0%[38.3 µM],10.0%,22.1%
COC(=O)NC(=C(Cl)Cl)S(=O)(=O)c1ccccc1,?,?,-0.3%,0.3%,-6.3%[38.3 µM],-14.4%[9.22 µM],-97.7%[inhibitor]
Cc1ccc2nc(N3CCN(Cc4nnnn4C4CCCC4)CC3)c(C#N)cc2c1,3.6%[1.9 µM],-4.3%,-1.9%,12.3%,20.1%,?,-74.5%[inhibitor]
CCOC(=O)C(=O)C1=C(N2CCOCC2)/C(=C\c2cccc([N+](=O)[O-])c2)CC1,-17.9%[1.9 µM],-10.9%,7.0%,1.9%,20.7%,1.2%,5.5%
O=C(NC1CCCCC1)c1ccc(Cn2cc(Cl)cn2)cc1,-5.8%,-2.4%,-3.5%,3.8%,35.3%[activator][38.3 µM],-17.8%,-16.9%
Cc1c(NC(=O)CSc2n[nH]c(=O)n2-c2ccccc2)c(=O)n(-c2ccccc2)n1C,10.5%,/,/,7.1%,-1.3%,-4.4%,/
C=C(C)c1cccc(C(C)(C)NC(=O)NCC2COCCO2)c1 (configuration not stated),-18.0%[10 µM],-10.9%,-10.7%,0.6%,0.3%,-4.5%,-10.5%
N/C(=N\OC(=O)c1cc(Cl)ccc1Cl)c1ccncc1,-11.7%,/,-3.7%,-1.3%,7.9%,14.4%,/
CCOC(=O)CCNC(=O)Nc1ccc2nc(C)n(Cc3ccc(Cl)cc3)c(=O)c2c1,-12.5%,?,-2.3%,-1.6%,-2.8%[38.3 µM],-18.6%,-13.1%
COc1ccc(C(=O)N2CCC[C@@]3(CCN(Cc4nccs4)C3)C2)cc1,-0.2%,/,-0.2%,/,8.0%,/,-17.1%
O=C1CCN(C(=O)Nc2cccc(Cl)c2)N1,-20.4%,9.7%,-0.2%,3.2%,-3.3%[38.3 µM],4.5%,19.8%
CCCOc1ccc(N2C(=O)CC(SC(=N)N3N=C(c4ccccc4)CC3c3ccccc3)C2=O)cc1 (configuration not stated),-92.6%[inhibitor],/,2.2%,-3.1%,-0.8%,-20.8%,-17.2%
C/C(Cc1ccccc1)=N\NC(=O)CNC(=O)c1ccccc1Cl,-11.9%[10 µM],/,/,-2.3%,/,0.0%[9.22 µM],/
COc1ccc(N2CCN(C3CC(=O)N(C)C3=O)CC2)cc1 (configuration not stated),-12.4%[10 µM],?,0.7%,1.3%,21.4%[38.3 µM],-1.0%,18.6%
Cc1c(C(=O)O)c2cc(O)ccc2n1-c1ccccc1,-4.6%[10 µM],4.8%,-0.1%,-0.4%,23.5%[38.3 µM],-11.3%,6.5%
Cc1c(C)c2ccc(OCC(=O)N3CCOCC3)c(C)c2oc1=O,-54.1%[inhibitor],9.8%[46 µM],-1.7%,3.0%,-2.0%,2.2%,-17.0%

# Quoted at random: four records from the list, in no set order.
SMILES,HTT ATP protect,LMNA splice mod,Luc counter,CBFb-RUNX1 inh,IMPase Li cell,HttQ103 aggreg,SMN2 splice up
COc1ccc(N2CCN(C3CC(=O)N(C)C3=O)CC2)cc1 (configuration not stated),-12.4%[10 µM],?,0.7%,1.3%,21.4%[38.3 µM],-1.0%,18.6%
Cc1c(NC(=O)CSc2n[nH]c(=O)n2-c2ccccc2)c(=O)n(-c2ccccc2)n1C,10.5%,/,/,7.1%,-1.3%,-4.4%,/
Cc1csc(NC(=O)c2ccc(C)c(S(=O)(=O)N3CCCCC3)c2)n1,-27.5%,?,-6.3%,-4.1%,-2.3%[38.3 µM],-7.2%,-18.1%
Cc1c(C(=O)O)c2cc(O)ccc2n1-c1ccccc1,-4.6%[10 µM],4.8%,-0.1%,-0.4%,23.5%[38.3 µM],-11.3%,6.5%

# Continued.
SMILES,HTT ATP protect,LMNA splice mod,Luc counter,CBFb-RUNX1 inh,IMPase Li cell,HttQ103 aggreg,SMN2 splice up
CCn1ccnc1C(O)c1cccc(OC)c1OC (configuration not stated),5.5%,7.1%,-0.8%,-1.3%,0.6%[38.3 µM],6.5%,-11.2%
COc1ccc(-n2c(=O)c3c4c(sc3n(Cc3cccc(F)c3)c2=O)CN(C(C)=O)CC4)c(OC)c1,12.6%,?,0.1%,6.3%,0.5%,10.4%,20.0%
COc1cccc(-c2ccc3ncnc(N4CCNCC4)c3c2)c1,-69.0%[inhibitor],-5.9%,/,/,6.8%,/,/
N#Cc1c(SCC(N)=O)nc2c(c1-c1ccncc1)CCCC2,-26.2%,11.1%[46 µM],-1.0%,-1.4%,-0.8%,-4.6%,4.2%
COc1ccc(OCc2n(CC(=O)OC3CC(C)CCC3C(C)C)c3ccccc3[n+]2C)cc1 (configuration not stated),-50.4%[inhibitor][10 µM],/,/,1.6%,/,-19.5%[9.22 µM],/
CCN1CCN(CCOc2ccc(Cl)cc2)CC1,-3.3%[10 µM],/,-1.3%,-5.5%,15.8%,-3.0%[9.22 µM],/
CN(C)S(=O)(=O)c1ccc(NC(=O)C2CC(=O)N(Cc3ccccc3)C2)cc1 (configuration not stated),-23.6%,/,/,9.7%,-7.8%,21.4%,/
Fc1cccc(NC(=S)N2CCCCC2)c1,-19.2%,5.5%,-0.8%,0.8%,5.7%[38.3 µM],3.8%,-18.6%
Cc1cc(Cl)c(OCCOCCN2CCCCC2)c(Br)c1,/,14.5%,-3.6%,-0.1%,11.2%,13.0%,6.7%
Cc1ccc(C(=O)C2CCN(CC(=O)N3CCN(c4ccc(F)cc4)CC3)CC2)cc1,-26.3%,?,-1.0%,-1.6%,3.3%,-25.7%,-16.9%
O=C(Cn1nc2n(c1=O)-c1ccccc1SC2)N/N=C/c1ccncc1,30.3%[10 µM],/,/,2.7%,/,-2.2%[9.22 µM],/
CCOC(=O)CSc1nc2ccccc2c(=O)n1Cc1ccco1,?,-3.2%,-1.5%,-1.2%,2.3%[38.3 µM],5.8%,7.8%
CCCOC(=O)c1ccc(Oc2c(-c3ccc(OCC)cc3O)n[nH]c2C)cc1,-1.1%[0.074 µM],-29.9%,-3.1%,-0.3%,40.5%[activator][38.3 µM],?,/
COC(=O)CCc1c(C)c(C(=O)c2ccc(F)cc2)c2ccccn12,-6.8%,-8.9%[46 µM],1.0%,-7.9%,-5.8%,-9.2%,-6.2%
Cc1ccc(Nc2nc(C3CC3)cs2)cc1,6.2%[10 µM],-9.8%,-2.8%,-5.2%,10.6%,17.2%,3.98µM*
